ATXN viability: cell viability loss in ATXN counter-screen; S2 cells (HEK-293 line with an ATXN2-luciferase reporter) viability, CellTiter-Fluor protease fluorescence, 24 h; Potency, µM (highest dose often 56.7 µM), usual class: cytotoxic; AID 651635; 400,000 tested, 0.49% active; also: potency is read from the fitted curve at half-maximal effect; nearly all actives have a fitted effect of over 40% in size
EPAC2 agonist: agonists of human EPAC2 (RAPGEF4); EPAC2 activation, biochemical qHTS; response scale: 100% = 6.5 mM cAMP response; AID 720711; 360,000 tested, 0.079% active; Q8WZA2; Potency, µM (titrated, usually from 154 µM), for inactives: at the highest dose activation, actives largely listed as activators; also: potency is read from the fitted curve at half-maximal effect; nearly all actives have a fitted effect of over 50% in size
Target sequence (Q8WZA2 whole entry, looked up): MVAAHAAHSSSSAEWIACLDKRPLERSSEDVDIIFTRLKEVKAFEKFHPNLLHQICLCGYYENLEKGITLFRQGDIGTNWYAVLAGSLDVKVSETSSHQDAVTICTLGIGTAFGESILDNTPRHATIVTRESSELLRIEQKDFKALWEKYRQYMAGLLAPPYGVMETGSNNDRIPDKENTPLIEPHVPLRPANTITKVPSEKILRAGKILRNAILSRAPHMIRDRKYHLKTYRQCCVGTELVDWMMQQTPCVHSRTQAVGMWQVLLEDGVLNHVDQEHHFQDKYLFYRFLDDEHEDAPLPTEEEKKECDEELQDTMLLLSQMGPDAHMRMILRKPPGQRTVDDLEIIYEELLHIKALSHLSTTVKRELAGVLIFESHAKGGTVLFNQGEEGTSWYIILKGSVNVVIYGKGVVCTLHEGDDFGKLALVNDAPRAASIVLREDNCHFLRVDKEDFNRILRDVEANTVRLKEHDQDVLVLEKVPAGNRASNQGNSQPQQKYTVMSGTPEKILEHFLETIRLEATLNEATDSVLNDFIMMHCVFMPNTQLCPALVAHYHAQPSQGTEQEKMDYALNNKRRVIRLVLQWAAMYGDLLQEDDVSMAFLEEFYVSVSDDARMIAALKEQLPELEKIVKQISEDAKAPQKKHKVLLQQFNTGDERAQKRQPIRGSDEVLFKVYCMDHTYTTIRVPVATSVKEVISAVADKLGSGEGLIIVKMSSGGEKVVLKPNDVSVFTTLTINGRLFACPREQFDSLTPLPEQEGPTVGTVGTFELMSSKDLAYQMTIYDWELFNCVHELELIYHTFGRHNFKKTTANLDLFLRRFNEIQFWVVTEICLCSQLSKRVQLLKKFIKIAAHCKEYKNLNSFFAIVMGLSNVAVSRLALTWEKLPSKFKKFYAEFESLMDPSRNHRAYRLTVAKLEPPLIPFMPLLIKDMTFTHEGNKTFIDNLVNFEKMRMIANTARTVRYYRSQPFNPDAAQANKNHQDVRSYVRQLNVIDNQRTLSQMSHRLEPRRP
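Setup: EPAC2 100 nM, labeled Rap1B complex 250 nM, free GDP 50 uM. Compound titrations pinned in, brief spin, 5 min room temperature incubation. Kinetic fluorescence read over 30 min, normalized to 6.5 mM cAMP.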
Nrf2 ARE act: Nrf2 pathway activation; Potency, µM (series often up to 46.1 µM), without a hit: top-dose activation, actives largely listed as activators; AID 624171; AREc32 ARE-luciferase reporter (MCF7-derived line), luminescence, 24 h; 410,000 tested, 0.31% active; also: potency is read from the fitted curve at half-maximal effect; % of control where 0% means no effect; nearly all actives have a fitted effect of over 65% in size
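ARE-driven firefly luciferase activity in AREc32 cells measured after a 24 hr compound exposure at 37 deg C, using Steady-Glo reagent and a 30 min room-temperature hold.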
Nrf2 block: Nrf2 pathway inhibition | 360,000 tested, 2.1% active | A549 ARE-Fluc reporter, luciferase luminescence, 18-24 h | Potency, µM (series often up to 46 µM), for the others: at the top dose activity change, negative = inhibition, usual class: inhibitors; also: potency is read from the fitted curve at half-maximal effect; % is scaled to controls: 0 for no effect and ±100 for the full control effect; nearly all actives have a fitted effect of over 60% in size
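A549 ARE_Fluc cells (5000/well, 5% FBS OPTI-MEM) pre-incubated 2 h, then treated with compounds 18-24 h at 37C/5% CO2 in concentration-response. CellTiter-Fluor viability read first; BugLite luciferase luminescence after 15 min at room temperature gives Nrf2 activity.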
ATXN2 expr inh: ATXN2 expression inhibition; HEK-293 ATXN2-luciferase reporter, luminescence, 24 h; 360,000 tested, 0.72% active; Potency, µM (series often up to 57 µM), for inactives: at the top dose activity change, negative = inhibition, hits mostly inhibitors; AID 1745845; also: potency is read from the fitted curve at half-maximal effect; % is scaled to controls: 0 for no effect and ±100 for the full control effect; nearly all actives have a fitted effect of over 55% in size
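ATXN2-luciferase reporter cells (luciferase flanked by upstream and downstream ATXN2 gene portions) were treated 24 h at 37 °C with compounds at up to 57 uM. SteadyGlo luminescence gave expression; GF-AFC fluorescence gave viability.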
HepG2 viability: kills HepG2 cells in TGF-b inhibitor counter-screen. AID 588856. 410,000 tested, 0.76% active. Potency, µM (series often up to 46.1 µM), inactives show top-dose activity change, negative = cytotoxicity, hits mostly cytotoxic. HepG2 CAGA-GFP viability, ATP luminescence, 18 h; also: potency is read from the fitted curve at half-maximal effect; some results filed as inactive show a strong effect at the top dose
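CellTiter-Glo luminescence gave cytotoxicity after 18 hours at 37 degrees C. The cells were HepG2 CAGA-GFP in 1% FBS DMEM, stimulated with 500 pg/mL TGF-beta after compound addition. %Activity was normalised to no-cell wells (complete cell-killing) and DMSO (no toxicity), and curves were fitted and classified.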
TGFb SMAD3 inh: TGF-b pathway inhibition. AID 588855. HepG2 CAGA-GFP TGF-b/SMAD3 reporter, GFP fluorescence, 18 h; TGF-beta stimulated, 500 pg/mL final. 410,000 tested, 1.2% active. Potency, µM (titrated, usually from 46.1 µM), for inactives: top-dose activity, negative = inhibition, hits mostly inhibitors; also: potency is read from the fitted curve at half-maximal effect; % is scaled to controls: 0 for no effect and ±100 for the full control effect; nearly all actives have a fitted effect of over 65% in size
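HEPG2 CAGA-GFP cells (1000/well, DMEM with 1% FBS) were pre-incubated 2 h at 37 degrees C, given compound by pin tool, then stimulated with TGF-beta at 500 pg/mL final for 18 h before per-cell GFP fluorescence imaging.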
A549 tox: A549 cytotoxicity, counter-screen for Nrf2 inhibitors. A549 ARE-Fluc cells, CellTiter-Fluor viability, 18-24 h. Potency, µM (series often up to 46 µM), for the others: top-dose activity change, negative = cytotoxicity, hits mostly inhibitors. 390,000 tested, 0.16% active; also: potency is read from the fitted curve at half-maximal effect; % is scaled to controls: 0 for no effect and ±100 for the full control effect
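A549 ARE_Fluc cells in 5% FBS OPTI-MEM were exposed to compounds in concentration-response for 18-24 h at 37 deg C. Viability was read by CellTiter-Fluor fluorescence (Ex 405/Em 525) after 30 min, before the luciferase read.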
IL2 activator: IL-2 activation | activation, % (series mostly up to about 46 µM) | IL-2 activation reporter assay, cell-based qHTS; stimulated with anti-CD3/CD4/CD28 beads; in transgenic mouse T cells | 360,000 tested, 0.065% active; in the data active = activation above about 50%; inconclusive = mostly about 30% to 49%; also: 0% is about no effect
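Quantitative HTS in unstimulated transgenic mouse T cells, with memory T cells as non-tolerant control and PMA/ionomycin as tolerance-bypass control. Compound pretreatment lasted 60 minutes before 18 h bead stimulation; EGFP/DsRed fluorescence read.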
* marks the source's active call; other numbers are inactive results; i = inactive; u = inconclusive; x = no result given; [ ] = remark or other dose. Unless noted, calls follow the shape of the dose curve; as a rule, active = well fitted curve in the direction sought with a large enough effect; inconclusive = small, poorly fitted or top-dose-only effect, or another doubt; inactive = no such curve, though single readings can be large; an effect the other way counts as inactive or inconclusive.

The first three entries, to show the layout:
#	compound	ATXN viability	EPAC2 agonist	Nrf2 ARE act	Nrf2 block	ATXN2 expr inh	HepG2 viability	TGFb SMAD3 inh	A549 tox	IL2 activator
1	Cc1cccc(C(=O)OCC(=O)N(C)C(c2ccccc2)c2ccccc2)c1[N+](=O)[O-]	i	17%	-1.2%	13%	-9%	4%	10%	0%	-0.7
2	Cc1nn(Cc2nnc(SCC(=O)Nc3ccc(Cl)cc3)n2C)c(C)c1[N+](=O)[O-]	u	5%	-0.8%	-25%	-30%	-30%	-7%	-1%	4.7
3	Cc1cc(C(=O)CSc2nnc(-c3ccc(F)cc3)o2)c(C)n1CC1CCCO1 (stereo not given)	i	4%	-0.1%	u	0%	-3%	-15%	-10%	2.1

The whole of this part, from the first entry:
#	compound	ATXN viability	EPAC2 agonist	Nrf2 ARE act	Nrf2 block	ATXN2 expr inh	HepG2 viability	TGFb SMAD3 inh	A549 tox	IL2 activator
1	Cc1cccc(C(=O)OCC(=O)N(C)C(c2ccccc2)c2ccccc2)c1[N+](=O)[O-]	i	17%	-1.2%	13%	-9%	4%	10%	0%	-0.7
2	Cc1nn(Cc2nnc(SCC(=O)Nc3ccc(Cl)cc3)n2C)c(C)c1[N+](=O)[O-]	u	5%	-0.8%	-25%	-30%	-30%	-7%	-1%	4.7
3	Cc1cc(C(=O)CSc2nnc(-c3ccc(F)cc3)o2)c(C)n1CC1CCCO1 (stereo not given)	i	4%	-0.1%	u	0%	-3%	-15%	-10%	2.1
4	CC(C)c1ccc(N(CC(=O)N2CCOCC2)S(C)(=O)=O)cc1	u	1%	-0.8%	u	3%	1%	-4%	15%	-0.6
5	O=C(O)c1ccc(CSc2nnc(-c3ccncc3)n2-c2ccc(Br)cc2)cc1	i	6%	0.4%	1%	-2%[11.3 µM]	-4%	1%	7%	-0.2
6	Cc1ccnc(NC(=O)CN2C(=O)NC(C)(c3ccc4ccccc4c3)C2=O)c1 (stereo not given)	i	11%	5.9%	11%	9%	-21%	u	-8%	-3.2
7	CC(=O)C1=C(c2ccc(Cl)c(Cl)c2)N(C(C)=O)n2c(nnc2C2CCCCC2)S1	x	x	0.3%	x	x	-3%	-7%	2%	x
8	O=C(CCCn1c(=O)c2sccc2n(CC(=O)OCc2ccccc2)c1=O)NCc1ccco1	i	15%	0.5%	3%	-1%	-3%	0%	0%	-1.2
9	O=C(N/C(=C/c1ccccc1)C(=O)N1CCCCC1)c1ccco1	i	5%	-0.2%	-8%	-6%	-7%	-7%	1%	-3.6
10	CCn1ncc(NC(=S)NCCc2ccccc2)c1C(N)=O	i	2%	0.1%	u	11%	-23%	-2%	2%	0.3
11	Cc1ccc(C)c(NC(=O)CCC(=O)N/N=C/c2ccc3c(c2)OCO3)c1	i	6%	-0.7%	5%	19%	-39%	0%	3%	-2.1
12	OCCC1CN(Cc2ccc(C(F)(F)F)cc2)CCN1Cc1ccccc1 (stereo not given)	i	-3%	0.2%	6%	-16%	-25%	-24%	2%	1.1
13	CC1CN(C(=O)c2ccccc2NS(=O)(=O)c2cccc([N+](=O)[O-])c2)CC(C)O1 (stereo not given)	i	-1%	2.1%	28%	-21%[11.3 µM]	-3%	-19%	-4%	0.2
14	O=C(Nc1ccnn1C1CCN(C(=O)Cc2cccc(Cl)c2)CC1)C1CC1	i	10%	-0.1%	-6%	8%	-18%	0%	-1%	-1.4
15	Clc1nc(CN2CCCCC2)nc2sc3c(c12)CCC3	i	5%	30%	5%	8%	-36%	-15%	-4%	-5.5
16	CCOC(=O)CC1=C(C(=O)OCC)C(c2ccc(C)o2)C(C#N)=C(N)O1 (stereo not given)	i	-8%	4.2%	21%	13%	3%	55%[activator]	-4%	0.8
17	CC1CCN(c2oc(-c3ccc(COc4ccc(Cl)cc4)o3)nc2C#N)CC1	i	x	-1.0%	-17%	-6%	-13%	-21%	4%	x
18	Oc1ccc2ccccc2c1CNc1ccc(Br)cn1	i	14%	u	23%	32%	-6%	u	3%	0.8
19	COc1ccc(CN2C[C@H]3CON(C)[C@H]3C[C@H]2c2ccc(-c3cccc(F)c3)cc2)cc1	u	-2%	-0.2%	x	-6%	-24%	-18%	x	-3.7
20	Cc1cccc(NC(=O)CN2C(=O)CCS(=O)(=O)c3ccccc32)c1C	i	-1%	-0.1%	-3%	5%	-2%	11%	u	-3.2
21	O=C(CN(C(=O)c1csnn1)c1ccc(F)cc1)NCc1ccc2c(c1)OCO2	i	-3%	-0.7%	3%	6%	16%	9%	3%	-0.8
22	NC(=O)c1cc(S(=O)(=O)N2CCc3ccccc3C2)cs1	i	7%	-1.7%	-3%	-13%	-15%	2%	9%	-0.3
23	Cc1cccc(Oc2coc3cc(OC(=O)c4cccs4)ccc3c2=O)c1	i	5%	0.1%	26%	15%	-1%	5%	2%	-0.2
24	COc1ccc(NC(=O)Nc2ccc(C(=O)N3CCOCC3)cc2)c(OC)c1	i	4%	-0.1%	15%	19%	0%	-4%	-4%	-1.6
25	Cn1nc(C(=O)NNC(=O)C(CCC(N)=O)NS(=O)(=O)c2ccc(Cl)cc2)c2ccccc2c1=O (stereo not given)	i	6%	-0.5%	-7%	10%	4%	6%	-1%	3.5
26	O=S(=O)(c1cccs1)N1CCN(CC(O)COC2CCCc3ccccc32)CC1 (stereo not given)	i	11%	0.2%	20%	-4%	11%	13%	13%	-1.9
27	Cc1ccc(C(C)C)c(OCC#CCN2CCOCC2)c1	i	5%	-0.8%	2%	-25%	-35%	-1%	0%	-0.2
28	Cc1noc(C(=O)N2CC3(C)CC2CC(C)(C)C3)c1Cl (stereo not given)	i	6%	-0.2%	u	-10%	-9%	-17%	-1%	-0.8
29	O=C(CSc1nc2cc(Cl)ccc2o1)Nc1ccc(N2CCOCC2)cc1	i	5%	0.4%	-22%	40%[activator]	-3%	4%	-19%	-5.2
30	CC(NC(=O)c1ccco1)C(=O)N1CCN(S(=O)(=O)c2ccccc2C#N)CC1 (stereo not given)	i	-4%	-0.6%	-1%	x	-3%	3%	-4%	-0.5
31	Cc1ccc(C(O)c2ncc(-c3ccccc3C)[nH]2)cc1F (stereo not given)	i	1%	2.4%	x	10%	-10%	1%	x	-1.0
32	Nc1c(C(=O)Nc2ccc(Cl)c(C(=O)O)c2)sc2nc3c(cc12)CCCC3	i	-5%	-0.8%	-8%	-9%	2%	-3%	4%	-0.5
33	C/C(Cc1ccccc1)=N/NC(=O)CCCC(=O)N/N=C(/C)Cc1ccccc1	i	7%	-0.4%	2%	0%	-1%	1%	1%	0.0
34	O=C1CCN(C(=O)Cc2ccccc2)c2ccccc21	i	3%	-0.1%	x	x	-2%	4%	x	5.2
35	O=[N+]([O-])c1ccc(Cl)cc1NCC1CCCO1 (stereo not given)	i	8%	12%	u	2%	-13%	-7%	2%	0.2
36	COC(=O)[C@@H]1[C@H](CCc2ccccc2)NC(=O)N(Cc2ccccc2)[C@@H]1C	i	15%	0.5%	-26%	-3%	1%	-1%	-4%	0.9

Three of the entries above in order of their number in Nrf2 ARE act, low to high:
| no. | Structure | Nrf2 ARE act |
| --- | --- | --- |
| 32 | Nc1c(C(=O)Nc2ccc(Cl)c(C(=O)O)c2)sc2nc3c(cc12)CCCC3 | -0.8% |
| 33 | C/C(Cc1ccccc1)=N/NC(=O)CCCC(=O)N/N=C(/C)Cc1ccccc1 | -0.4% |
| 36 | COC(=O)[C@@H]1[C@H](CCc2ccccc2)NC(=O)N(Cc2ccccc2)[C@@H]1C | 0.5% |

Next entries follow.
#	compound	ATXN viability	EPAC2 agonist	Nrf2 ARE act	Nrf2 block	ATXN2 expr inh	HepG2 viability	TGFb SMAD3 inh	A549 tox	IL2 activator
37	CC(C(=O)N1c2ccccc2CCc2ccccc21)n1nnc(-c2ccc(N(C)C)cc2)n1 (stereo not given)	i	0%	0.4%	u	3%	-79%	12%	-15%	-1.9
38	CC(=O)Nc1cccc(OCC(=O)Nc2cccc(S(=O)(=O)N3CCCC3)c2)c1	u	3%	0.5%	u	-11%	-8%	0%	-4%	-0.8
39	C#CCN(C[C@H]1[C@H](OC(=O)NC2CC2)[C@H](OC(=O)NC2CC2)C[C@H]2C(=O)N(c3ccccc3)C(=O)[C@@H]12)S(=O)(=O)c1ccc(C)cc1	i	1%	-0.7%	x	17%	6%	4%	x	-2.4
40	COc1ccc(Cc2nnc(NC(=O)Cn3cnc4c3c(=O)n(C)c(=O)n4C)s2)cc1OC	i	-2%[15.6 µM]	1.6%	-1%	8%	-3%	7%	1%	0.5
41	CCCNC(=S)N1CCN(c2nc(-c3ccc(C)cc3)cs2)CC1	i	-6%	3.8%	23µM*	u	-25%	u	-16%	-0.6
42	Cn1c(C(=O)Nc2ccc3c(c2)OCCO3)cc2sccc21	i	14%	7.2%	u	77%[activator]	-1%	14%	-2%	-1.3
43	Cc1ccc2c(C)c(C(=O)N3CCN(C4CCS(=O)(=O)C4)CC3)oc2c1C (stereo not given)	i	1%	4.1%	u	3%	6%	-5%	8%	-0.8
44	Cc1ccccc1NC(=O)CSc1ncc2c(n1)-c1ccccc1N(C)S2(=O)=O	i	x	5.3%	u	-6%	-26%	3%	0%	x
45	COc1ccc(OC)c(C(=O)CSc2nnc(Cc3cccs3)n2C)c1	i	11%	3.8%	32%	2%	7%	u	-3%	-0.2
46	O=C(CCCCCN1C(=O)c2cccc3cccc(c23)C1=O)NCCO	i	8%	3.7%	-16%	x	0%	24%	0%	-2.9
47	CC(=O)c1ccc(NC(=O)C2=CC(c3ccco3)=NS(=O)(=O)N2C)cc1	i	7%	-0.4%	6%	1%	-7%	-8%	0%	0.7

High-throughput results deposited in PubChem BioAssay by National Center for Advancing Translational Sciences (NCATS).
